PAFAH1B3 FP inh: blocks human PAF acetylhydrolase 1B catalytic subunit 3; inhibition, % at 3.39 µM; Q15102; hit rate 0.28% among 340,000; recombinant PAFAH1B3, FP-rhodamine probe, fluorescence polarization;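 active = inhibition above the screen-wide average of all tested compounds plus 3 SD, cut at about 25% in these data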;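 also: 0% = enzyme with DMSO only and 100% = wells lacking PAFAH1B3 protein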
Target sequence (Q15102 whole entry, looked up): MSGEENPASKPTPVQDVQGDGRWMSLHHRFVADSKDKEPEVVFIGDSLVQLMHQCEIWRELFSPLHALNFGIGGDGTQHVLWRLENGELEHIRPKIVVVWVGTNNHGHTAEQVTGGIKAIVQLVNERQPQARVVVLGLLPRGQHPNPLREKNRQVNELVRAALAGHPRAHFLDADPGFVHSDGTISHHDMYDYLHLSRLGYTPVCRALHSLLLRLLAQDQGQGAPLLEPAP
PAFAH2 FP inh: PAFAH2 (human) inhibition; Q99487; recombinant PAFAH2, FP-rhodamine activity probe, fluorescence polarization; inhibition, % at 3.39 µM; hit rate 0.99% among 340,000;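 active = inhibition above the mean over all tested compounds plus 3 SD, cut at about 30% in these data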;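 also: inhibitors block probe labeling of enzyme so polarization drops; 0% = enzyme with DMSO and 100% = wells lacking PAFAH2 protein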
* = called active by the depositor. An excerpt, so the mix of outcomes need not match the whole.

Structure,PAFAH1B3 FP inh,PAFAH2 FP inh
Cn1c(=O)n(CCO)c(=O)c2c1nc(Br)n2Cc1ccccc1,9,4
O=P1(O)Cc2ccccc2-c2ccccc21,11,0
CNC(=O)c1nn(C)c(=O)[nH]c1=O,3,6
CC(=O)NC1=CC(=C[N+](=O)[O-])C=C1O,4,5
CSc1nc(S(C)(=O)=O)nc2[nH]c(=O)[nH]c12,10,4
O=S1(=O)c2ccc(Br)cc2N2CCC[C@@H]2CN1Cc1ccc(Cl)cc1,8,-8
Cc1sc(NC(=O)CSc2n[nH]c(N)n2)c(C#N)c1C,-3,9
O=C(O)c1ccccc1C(=O)OC1CCCC2CCCC21 (configuration not stated),7,2
COc1ccc(C2CN=NC2C(=O)c2ccccc2)cc1 (configuration not stated),2,-1
CCN(CC)c1ccc(/C=C(\C#N)C(N)=O)cc1,9,4
CC(C)C[C@@H](CN)NC(=O)c1nc[nH]c1C(=O)N[C@@H](C)C(=O)CNC[C@H](C)NC(=O)c1nc[nH]c1C(=O)N[C@@H](C)C(=O)O,5,4
COCCNc1nc(N)c([N+](=O)[O-])c(N2CCCCCC2)n1,10,0
COc1cc2ccccc2cc1C(=O)N/N=C/c1ccc2c(c1)OCO2,-1,2
CS(=O)(=O)c1ccc(C(=O)N2CCN(C(=O)c3ccco3)CC2)cc1,-1,0
O=[N+]([O-])c1cccc(S(=O)(=O)Nc2nc3ccccc3nc2Nc2cccc(S(=O)(=O)N3CCCCC3)c2)c1,8,45*
COCCSc1ccccc1C(=O)Nc1ccc(S(=O)(=O)N2CCOCC2)cc1,3,-6
Nc1nonc1-n1nnc(C(=O)N/N=C/c2ccccn2)c1-c1ccccc1,9,-4
Nc1nc(-c2cccnc2)nn1C(=O)c1ccc(F)cc1,3,0
CCN1/C(=C2/OC(=S)N(C)C2=O)Sc2ccccc21,6,-6
Cc1ccc(C2N(C)C(=O)c3ccccc3N2C)cc1 (configuration not stated),5,11
Cc1cc(C)nc(SCC(=O)NNS(=O)(=O)c2ccc(C#N)cc2)n1,7,8
Cc1cccn2c(=S)[nH]nc12,6,7
CCN(CC(=O)Nc1c(F)cccc1F)C(=O)c1cccc(S(=O)(=O)N2CCCc3ccccc32)c1,4,-5
Cc1cc2oc(=O)cc(CN3CCOCC3)c2c(C)c1Cl,10,-2
CCN(C(=O)COC(=O)C(C)(C)Oc1ccc(Cl)cc1)c1c(N)n(Cc2ccccc2)c(=O)[nH]c1=O,9,-6

Next structures follow.
Structure,PAFAH1B3 FP inh,PAFAH2 FP inh
O=C(NN=Cc1ccc(O)cc1)C(=O)NN=Cc1ccc(O)cc1,2,8
Cc1c(Cl)cnc(NC(=O)CSc2nnc3ccccn23)c1Cl,6,5
NC1=NC(=O)C(c2ccccc2)(c2ccccc2)S1,3,0
Cc1cccc(NC(=O)CNC(=O)Cn2cc(C(F)(F)F)cc(Cl)c2=O)c1C,8,-1
OC(CSc1ccccc1)CN1CCN(c2cccc(Cl)c2)CC1 (configuration not stated),3,1
COCCN(C(=O)Cc1ccc(S(=O)(=O)N2CCOCC2)s1)c1c(N)n(CC(C)C)c(=O)[nH]c1=O,-6,-3
Cn1nc(C(=O)Nc2cccc(S(=O)(=O)N3CCCCC3)c2)c2ccccc2c1=O,1,0
CCCc1c(C(=O)N/N=C/c2ccncc2)nnn1-c1nonc1N,2,2
COc1cc(C(=O)OCc2csc(CC(=O)Nc3ccccc3C)n2)ccc1OCC(C)C,4,2
Fc1ccc2nncc(SCc3ccccc3Cl)c2c1,8,-10
COc1cc2c(c(OC)c1OC)C(=O)C(=Cc1ccccc1)O2,0,0
Cc1ccc(N(Cc2ccccc2)C(=O)c2ccc(F)cc2)cc1,7,8
Cc1cc2c(cc1C)NC1(C[C@H]3CCC(=O)N4CC[C@@H](C1)[C@@H]34)C(=NC(C)(C)CC(C)(C)C)N2 (some centres not stated),10,24
NC(=O)c1ccc(OCc2ccccc2)nc1,8,-8
CN(c1ccccc1)S(=O)(=O)c1ccc(C(=O)NCc2ccco2)cc1,-2,0
CCC1(CC)SCCNC1=O,8,6
Cc1ccc(Nc2nc(N)c3ccccc3n2)cc1C,7,-3
CCN1C[C@@H]2[C@@H]3C(=O)N(C)C(=O)[C@@H]3[C@](Cc3ccccc3)(C1=O)N2C(=O)c1ccc(Cl)cc1,6,3
Cc1ccc2nc(SCC(=O)Nc3ccc4[nH]c(=O)[nH]c4c3)[nH]c2c1,8,2
COc1ccc(C(=O)c2ccccc2CN2C(=O)c3ccccc3C2=O)cc1,7,3
CN(C)c1cc(N/N=C/c2ccc(Cl)cc2)nc(N(C)C)n1,-4,4
O=C([O-])c1cc(-c2ccccc2)cc(-c2ccccc2)[n+]1CCc1ccc(Cl)cc1,5,3
CCCCOC(=O)C1=C(C)NC(=O)NC1c1ccc2c(c1)OCO2 (configuration not stated),13,2
O=C(O)c1cccc(-c2ccc(/C=C3/SC(=Nc4ccccc4)N(Cc4cccnc4)C3=O)o2)c1,22,9
O=C(Nc1cccc(S(=O)(=O)N2CCOCC2)c1)C1CCCCN1S(=O)(=O)c1ccccc1 (configuration not stated),4,3

PAFAH2 FP inh: entries above that show a hit
Structure,PAFAH1B3 FP inh,PAFAH2 FP inh
O=[N+]([O-])c1cccc(S(=O)(=O)Nc2nc3ccccc3nc2Nc2cccc(S(=O)(=O)N3CCCCC3)c2)c1,8,45*

A second format for part of the listing above.
| PAFAH1B3 FP inh | PAFAH2 FP inh | Structure |
| --- | --- | --- |
| 2 | 8 | O=C(NN=Cc1ccc(O)cc1)C(=O)NN=Cc1ccc(O)cc1 |
| 6 | 5 | Cc1c(Cl)cnc(NC(=O)CSc2nnc3ccccn23)c1Cl |
| 3 | 0 | NC1=NC(=O)C(c2ccccc2)(c2ccccc2)S1 |
| 8 | -1 | Cc1cccc(NC(=O)CNC(=O)Cn2cc(C(F)(F)F)cc(Cl)c2=O)c1C |
| 3 | 1 | OC(CSc1ccccc1)CN1CCN(c2cccc(Cl)c2)CC1 (configuration not stated) |
| -6 | -3 | COCCN(C(=O)Cc1ccc(S(=O)(=O)N2CCOCC2)s1)c1c(N)n(CC(C)C)c(=O)[nH]c1=O |
| 1 | 0 | Cn1nc(C(=O)Nc2cccc(S(=O)(=O)N3CCCCC3)c2)c2ccccc2c1=O |
| 2 | 2 | CCCc1c(C(=O)N/N=C/c2ccncc2)nnn1-c1nonc1N |
| 4 | 2 | COc1cc(C(=O)OCc2csc(CC(=O)Nc3ccccc3C)n2)ccc1OCC(C)C |
| 8 | -10 | Fc1ccc2nncc(SCc3ccccc3Cl)c2c1 |
| 0 | 0 | COc1cc2c(c(OC)c1OC)C(=O)C(=Cc1ccccc1)O2 |
| 7 | 8 | Cc1ccc(N(Cc2ccccc2)C(=O)c2ccc(F)cc2)cc1 |
| 10 | 24 | Cc1cc2c(cc1C)NC1(C[C@H]3CCC(=O)N4CC[C@@H](C1)[C@@H]34)C(=NC(C)(C)CC(C)(C)C)N2 (some centres not stated) |
| 8 | -8 | NC(=O)c1ccc(OCc2ccccc2)nc1 |
| -2 | 0 | CN(c1ccccc1)S(=O)(=O)c1ccc(C(=O)NCc2ccco2)cc1 |
| 8 | 6 | CCC1(CC)SCCNC1=O |
| 7 | -3 | Cc1ccc(Nc2nc(N)c3ccccc3n2)cc1C |
| 6 | 3 | CCN1C[C@@H]2[C@@H]3C(=O)N(C)C(=O)[C@@H]3[C@](Cc3ccccc3)(C1=O)N2C(=O)c1ccc(Cl)cc1 |
| 8 | 2 | Cc1ccc2nc(SCC(=O)Nc3ccc4[nH]c(=O)[nH]c4c3)[nH]c2c1 |
| 7 | 3 | COc1ccc(C(=O)c2ccccc2CN2C(=O)c3ccccc3C2=O)cc1 |
| -4 | 4 | CN(C)c1cc(N/N=C/c2ccc(Cl)cc2)nc(N(C)C)n1 |
| 5 | 3 | O=C([O-])c1cc(-c2ccccc2)cc(-c2ccccc2)[n+]1CCc1ccc(Cl)cc1 |
| 13 | 2 | CCCCOC(=O)C1=C(C)NC(=O)NC1c1ccc2c(c1)OCO2 (configuration not stated) |
| 22 | 9 | O=C(O)c1cccc(-c2ccc(/C=C3/SC(=Nc4ccccc4)N(Cc4cccnc4)C3=O)o2)c1 |

Next section.
Structure,PAFAH1B3 FP inh,PAFAH2 FP inh
Cc1ccc(NC(=O)c2ncn(CCCN3CCN(c4ccccn4)CC3)n2)cc1C,5,-7
COc1ccc(CCNS(=O)(=O)c2cccc(S(=O)(=O)N3CCCC3)c2)cc1OC,2,2
NNC(=O)CC1=NNC(=O)C1,6,4
Cc1noc(C)c1C(=O)Nc1nc2ccccc2s1,3,2
COC(C/C=C/C(=O)COCc1ccccc1)OC,-1,-4
Cc1nc2ccc(NC(=O)COc3ccccc3)cc2s1,4,8
CCOc1ccc(NS(=O)(=O)c2ccc(C(=O)N(C)CC(=O)Nc3cccc(OC)c3)cc2)cc1,8,-1
COc1ccc(/C=N/N2CCN(Cc3ccccc3)CC2)cc1,8,-3
O=C(Cc1ccccc1[N+](=O)[O-])c1ccc2c(c1)OCO2,1,3
Cc1ccc(C(=O)CC(C(=O)O)n2cncn2)cc1 (configuration not stated),7,6
Cc1c(CN2CCN(CC(C)(C)C)C(CCO)C2)[nH]c2ccccc12 (configuration not stated),8,-7
COc1ccc(C(=O)NCC(=O)N/N=C/c2cn(C)c3ccccc23)cc1OC,10,1
NS(=O)(=O)c1ccc(NC(=O)CCCCCN2C(=O)c3ccccc3C2=O)cc1,-1,0
COc1ccc(-c2nn(CCC#N)cc2C(=O)Nc2cccc(C(=O)O)c2)cc1OC,-1,-4
O=C(O)c1ccc(NC(=O)c2ccc(COc3ccccc3)o2)cc1,8,0
CCN1CCN(c2ccc(S(=O)(=O)N3CCCCC3)cc2NC(=O)c2ccc(C)c(C)c2)CC1,9,14
CC1CC(C)CN(S(=O)(=O)c2ccc(NC(=O)CN3CCCCCC3)cc2)C1 (configuration not stated),12,4

Screening data deposited in PubChem BioAssay by The Scripps Research Institute Molecular Screening Center.
